TrxR1 inh = rat TrxR1 inhibition. O89049. recombinant rTrxR1, NADPH fluorescence consumption, selenite substrate. Potency, µM (series often up to 114 µM), without a hit: top-dose activity change, negative = inhibition, usual class: inhibitors. hit rate 1% among 390,000. AID 588453; also: % is scaled to controls: 0 for no effect and ±100 for the full control effect; nearly all actives have a fitted effect of over 65% in size
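Rat TrxR1 (90 nM in the dispensed reagent) was pre-reduced with 400 uM NADPH for 5 min at room temperature, then incubated with compound for 15 min. After 400 uM selenite was added, NADPH fluorescence (Ex 340/Em 450 nm) was followed for 8 min.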
RGS4 inhibitor = blocks human RGS4-accelerated GTP hydrolysis; Transcreener GDP fluorescence polarization, RGS4-accelerated GTP hydrolysis; AID 504845; hit rate 0.039% among 390,000; P49798; Potency, µM (doses to about 114 µM), inactives show at the top dose activity change, negative = inhibition, actives largely listed as inhibitors; also: % is scaled to controls: 0 for no effect and ±100 for the full control effect; nearly all actives have a fitted effect of over 75% in size; some results filed as inactive show a strong effect at the top dose
Target sequence (P49798 whole entry, looked up): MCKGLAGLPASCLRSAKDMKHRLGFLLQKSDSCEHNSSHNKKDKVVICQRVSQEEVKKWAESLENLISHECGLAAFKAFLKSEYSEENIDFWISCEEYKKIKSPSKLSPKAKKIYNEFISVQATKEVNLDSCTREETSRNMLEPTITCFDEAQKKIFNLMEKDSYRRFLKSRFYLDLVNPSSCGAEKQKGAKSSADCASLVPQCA
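MLSMR compounds (23 nl, pin-transferred) preincubated 10 min at room temperature with a 500nM (2x) first reagent, then RGS4 at 900nM (2x) plus Transcreener GDP mix added; fluorescence polarization (620/688 nm) read before and after 90 min at 30 °C.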
JMJD2A Tudor inh = JMJD2A Tudor domain (human) inhibition; O75164; AlphaScreen JMJD2A-Tudor / H3K4me3 peptide binding; Potency, µM (titrated, usually from 114 µM), inactives show at the top dose activity change, negative = inhibition, most hits filed as inhibitors; AID 504339; hit rate 4.4% among 390,000; also: % is scaled to controls: 0 for no effect and ±100 for the full control effect; nearly all actives have a fitted effect of over 50% in size
Pin1 inh = human Pin1 inhibition. Q13526. Pin1 FP peptide displacement, HiFluor488, 10 min. Potency, µM (titrated, usually from 115 µM), for inactives: top-dose activity, negative = inhibition, most hits filed as inhibitors. hit rate 0.009% among 390,000. AID 504891; active = well fitted inhibition curve with a large enough effect in the polarisation, with a control signal flat, not every such curve was filed as active; inconclusive = small, poorly fitted or top-dose-only effect, or effect the other way, or a change in a side signal; inactive = no such curve, though single readings can be large or run the other way; the % refers to the polarisation; also: % is scaled to controls: 0 for no effect and ±100 for the full control effect
HP1b binding inh = blocks HP1-beta chromodomain binding to methylated histone tails; hit rate 0.56% among 390,000; AlphaScreen HP1-beta / biotin-H3K9me3 peptide binding; AID 540317; Potency, µM (series often up to 114 µM), for inactives: top-dose activity change, negative = inhibition, hits mostly inhibitors; P83916; also: nearly all actives have a fitted effect of over 70% in size; inactives centre near 23
Target sequence (P83916 whole entry, looked up): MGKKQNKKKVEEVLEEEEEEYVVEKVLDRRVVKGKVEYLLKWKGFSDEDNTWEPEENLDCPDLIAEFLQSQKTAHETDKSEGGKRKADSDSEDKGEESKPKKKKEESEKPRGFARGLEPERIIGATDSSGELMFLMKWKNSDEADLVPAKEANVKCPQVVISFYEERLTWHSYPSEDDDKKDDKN
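HP1-beta protein (50 nM final) preincubated 30 min at room temperature with biotinylated H3(1-18)K9me3 peptide (50 nM) in PBS pH 7.4, 0.01% Tween-20, then compound added for 30 min. AlphaScreen streptavidin donor/nickel chelate acceptor beads (10 ug/mL final), 30 min dark, luminescence read.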
GLS inhibitor = glutaminase GLS (human) inhibition. O94925. GLS enzymatic activity, qHTS titration. Potency, µM (titrated, usually from 45.5 µM), for inactives: top-dose activity change, negative = inhibition, actives largely listed as inhibitors. hit rate 0.21% among 410,000. AID 624170; also: % is scaled to controls: 0 for no effect and ±100 for the full control effect
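Glutamate formation by hKGA was monitored fluorometrically using coupled glutamate oxidase, HRP and Amplex Red. Substrate was added as 1 mM L-glutamine solution; incubation was 30 min at RT after an initial read.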
ERG Ets-DNA blk = ERG Ets/DNA interaction inhibition; P11308; fluorescence polarization, His-ERG Ets domain / labelled DNA; Potency, µM (titrated, usually from 76.9 µM), for inactives: top-dose FP activity, negative = inhibition, most hits filed as inhibitors; hit rate 0.028% among 370,000; active = well fitted inhibition curve with a large enough effect in the polarisation, with a control signal flat; inconclusive = small, poorly fitted or top-dose-only effect, or effect the other way, or a change in a side signal; inactive = no such curve, though single readings can be large or run the other way; the % refers to the polarisation;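 also: polarization taken with two DNA probes labelled with fluorescein and Texas red; % of control where 0% means no effect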
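His-tagged ERG Ets domain (1 uM in the protein solution; 300mM KCl, 50mM Tris-HCl, 1mM EDTA, 1mM DTT, pH 7.5) received compound, then a probe mix of 5 nM fluorescein-DNA and 100nM Texas-615-DNA. Fluorescence polarization was read for both dyes.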
Tb PGK inh = blocks T. brucei phosphoglycerate kinase. P07378. PGK/GAPDH coupled, Kinase-Glo luminescence, 60 min. Potency, µM (titrated, usually from 57.5 µM), inactives show top-dose activity change, negative = inhibition, usual class: inhibitors. hit rate 0.043% among 380,000; also: % is scaled to controls: 0 for no effect and ±100 for the full control effect; nearly all actives have a fitted effect of over 60% in size
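Recombinant glycosomal PGK reaction used 1,3-bisphosphoglycerate generated in-well by GAPDH (100nM final) in 100mM TEA pH 7.6, 5mM MgCl2, 0.01% Tween-20. After 60 minutes at room temperature, ATP was read by Kinase-Glo Plus luminescence end-point.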
12-LOX inh = inhibitors of human 12S-lipoxygenase ALOX12. P18054. purified 12hLO, xylenol orange hydroperoxide absorbance. Potency, µM (series often up to 108 µM), for inactives: top-dose activity change, negative = inhibition, actives largely listed as inhibitors. hit rate 1.1% among 580,000. AID 1671190; also: % is scaled to controls: 0 for no effect and ±100 for the full control effect
Target sequence (P18054 whole entry, looked up): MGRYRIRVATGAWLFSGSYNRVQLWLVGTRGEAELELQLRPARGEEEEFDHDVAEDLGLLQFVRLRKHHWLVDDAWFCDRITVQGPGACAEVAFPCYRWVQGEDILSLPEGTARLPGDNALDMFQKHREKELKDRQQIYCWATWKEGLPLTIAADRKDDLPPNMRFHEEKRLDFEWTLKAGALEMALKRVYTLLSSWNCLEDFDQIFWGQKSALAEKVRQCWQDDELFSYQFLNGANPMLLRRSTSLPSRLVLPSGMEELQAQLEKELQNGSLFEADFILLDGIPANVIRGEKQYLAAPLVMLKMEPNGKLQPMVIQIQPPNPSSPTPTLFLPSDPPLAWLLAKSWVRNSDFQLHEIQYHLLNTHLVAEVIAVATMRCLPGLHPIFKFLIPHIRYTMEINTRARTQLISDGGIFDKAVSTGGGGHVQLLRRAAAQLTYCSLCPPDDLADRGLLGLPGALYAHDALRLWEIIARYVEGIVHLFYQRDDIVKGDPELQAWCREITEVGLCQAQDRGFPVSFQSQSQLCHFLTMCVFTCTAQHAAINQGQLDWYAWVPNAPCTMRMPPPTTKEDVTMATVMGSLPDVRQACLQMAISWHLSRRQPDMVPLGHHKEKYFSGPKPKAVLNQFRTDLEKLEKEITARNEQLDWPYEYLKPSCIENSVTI
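Purified human 12hLO (150 nM final) in 25 mM Hepes, 0.01% Triton X-100, pH 7.0 was preincubated 15 min at room temperature with compound. Then 40 uM arachidonic acid was added, 30 min. Hydroperoxide was read by Fe-XO absorbance ratio 573/405 nm.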
Starred values were filed as active, the others as inactive; i = inactive; ? = inconclusive; · = not tested or not shown; [ ] = another dose, or the depositor's remark. Unless noted, calls follow the shape of the dose curve; as a rule, active = well fitted curve in the direction sought with a large enough effect; inconclusive = small, poorly fitted or top-dose-only effect, or another doubt; inactive = no such curve, though single readings can be large; an effect the other way counts as inactive or inconclusive. Potency is read from the fitted curve at half-maximal effect.

TrxR1 inh,RGS4 inhibitor,JMJD2A Tudor inh,Pin1 inh,HP1b binding inh,GLS inhibitor,ERG Ets-DNA blk,Tb PGK inh,12-LOX inh,SMILES
-5.3%[57.1 µM],0.8%,-17.0%,-8.7%,30.8%,-3.1%,4.7%,-4.1%,6.3%,COc1ccccc1OCCCCNCCO
10.8%,-8.2%,-9.8%,-4.3%,37.1%,-2.1%,18.4%,i,42.8%[activator],O=C(CCC1CCCN(C(=O)c2ccccc2Cl)C1)N1CCN(c2ccccn2)CC1 (configuration not stated)
-15.3%,0.8%,-7.6%,1.3%,-12.5%,-3.3%,12.2%,-5.9%,-1.0%,O=[N+]([O-])c1ccc(S(=O)(=O)NN=C2CCCCC2)cc1
33.1%[activator],23.8%,-16.3%,-0.6%,9.4%,5.0%,-0.4%,·,-23.2%,COc1cc(OC)c(NC(=O)c2nn(-c3ccc(C)cc3)c(=O)c3c2c2ccccc2n3C)cc1Cl
8.0%[57.1 µM],38.4%,-15.5%,-1.5%,32.8%,-12.8%,0.3%,7.7%,-1.6%,COc1ccc(C(O)Cn2c(=N)n(CCCN(C)C)c3ccccc32)cc1 (configuration not stated)
-2.6%,12.4%[11.4 µM],-17.6%,-1.7%,39.8%[activator],28.4%,-5.8%,5.3%,-20.9%,CCOc1cccc(-c2c(C(=O)N/N=C/c3c(F)cccc3Cl)nnn2-c2nonc2N)c1
-7.1%,-25.1%,?,-3.0%,12.7%,-7.0%,5.8%,-9.6%,0.0%,C=CCn1c(SC(CCO)C(=O)NCc2ccco2)nc2sc3c(c2c1=O)CCC3 (configuration not stated)
22.3%,-20.1%,6.2%,-14.4%,94.0%[activator],-10.4%,0.3%,i,-51.3%,CC1CCCC(C)N1S(=O)(=O)c1ccc(Cl)cc1 (configuration not stated)
11.6%[57.1 µM],2.9%,-21.8%,14.3%,15.4%,-0.9%,-4.8%,-5.0%,-0.9%,Cc1c(C(=O)NCc2ccc3c(c2)OCO3)sc2nc(-c3ccc(F)cc3)cn12
7.4%[57.1 µM],-40.3%,-9.0%,-4.9%,47.0%[activator],2.8%,-3.2%,1.7%,?,N#Cc1ccc(C(=O)OCC(=O)NC(=O)NCc2ccccc2)cc1
22.5%,-11.6%,-3.9%,-8.2%,21.7%,-5.5%,·,-9.4%,8.2%,Cc1ccc(SCc2ccc(C(=O)Nc3cccc([N+](=O)[O-])c3C)cc2)cc1
42.3%[57.1 µM],6.8%,-3.5%,0.2%,25.6%,-3.7%,0.4%,-4.8%,-26.9%,O=C(Nc1cccnc1)c1cc(S(=O)(=O)N2CCCCC2)c(Cl)cc1Cl
-10.7%,-6.1%,-2.8%,-1.6%,53.0%[activator],-17.1%,-6.5%,i,-21.8%,CSCC(=O)N1CCC(Oc2cccc(C(=O)NCc3ccccn3)c2)CC1
5.8%[57.1 µM],-20.5%,-4.9%,-10.6%,23.1%,-19.9%,8.3%,0.9%,1.3%,CCC(=O)N1N=C(c2c(-c3ccccc3)c3cc(Cl)ccc3[nH]c2=O)CC1c1ccco1 (configuration not stated)
16.0%,-5.4%,-6.9%,1.1%,58.1%[activator],16.6%,8.2%,-1.2%,18.9%,CCC(C)N(CCNC(=O)CC1Oc2ccccc2NC1=O)C1CCCCC1 (configuration not stated)
4.3%,-5.9%,-8.1%,0.4%,16.8%,4.4%,-3.3%,3.4%,-4.4%,CCN(CC)S(=O)(=O)c1ccc(C(=O)NCCc2cc3c(OC)ccc(OC)c3[nH]c2=O)cc1
5.9%,-19.2%,-23.2%,5.9%,28.1%,1.6%,6.1%,-1.0%,230.3%[activator],CCC1(c2ccccc2)NC(=O)N(CC(=O)Nc2cc(Cl)ccc2N2CCN(C)CC2)C1=O (configuration not stated)
30.8%,17.4%,-6.2%,3.2%,30.7%,4.0%,-6.0%,0.6%,0.6%,CN(CC(=O)Nc1c(Cl)cccc1Cl)C(=O)CC1Sc2ccccc2NC1=O (configuration not stated)
16.3%,-18.1%,-4.3%,0.0%,47.6%[activator],8.0%,-3.1%,2.2%,1.0%,CCC1CCCCN1CCCNC(=O)CS(=O)Cc1nc(-c2ccc(OC)c(OC)c2)oc1C (configuration not stated)
3.6%,3.7%,-2.8%,-15.4%,37.4%,16.8%,-0.3%,1.9%,101.8%[activator],Cc1ccc(N(C(=O)c2csnn2)C(C(=O)NC(C)(C)C)c2ccccn2)cc1 (configuration not stated)
-14.7%,-8.0%,?,6.2%,-22.6%,-6.3%,2.4%,-3.6%,-23.2%,COCCNC(=S)NN=C1CCC(c2ccccc2)CC1 (configuration not stated)
-1.8%,-5.9%,-16.7%,6.6%,20.2%,9.1%,8.0%,-6.8%,0.0%,Cc1c(C(=O)Nc2ccc(S(=O)(=O)Nc3ncccn3)cc2)oc2ccccc12
-5.3%,-0.5%,-6.2%,-1.8%,21.2%,1.6%,5.0%,9.0%,?,Cc1ccc2c(c1)c1c3n2CCN(CC(N)=O)C3CCC1 (configuration not stated)
22.9%,-7.5%,4.7%,-1.2%,90.7%[activator],-5.1%,6.1%,i,-0.6%,CCCc1c(C(=O)Nc2ccc(F)cc2F)cnn1-c1ccccc1
13.2%,-24.1%,-19.6%,-1.8%,25.7%,14.4%,11.7%,-10.7%,?,Cc1ccc(NC(=O)CN2C(=O)NC(C)(c3ccc(Cl)cc3)C2=O)c(Br)c1 (configuration not stated)
-31.1%,-47.6%,-16.3%,-0.3%,21.6%,11.2%,-3.2%,1.9%,8.2%,O=C(O)c1ccc(C(=O)c2ccc3c(c2)C(=O)N(Cc2ccco2)C3=O)cc1
3.3%,-34.2%,-33.9%,67.3%[activator],12.3%[57 µM],3.5%,11.6%,-2.4%,-3.3%,Cc1ccc(-n2nc3c(=O)n(CC(=O)NCCc4ccc(Cl)cc4)nc(C)c3c2C)cc1
3.6%,4.3%,9.4%,0.7%,54.8%[activator],-11.7%,·,-6.0%,5.8%,Cc1cccc(N2CCN(C(=O)C3CCCCC3)CC2)c1C
12.9%[57.1 µM],30.7%,7.0%,-5.8%,32.7%,-5.3%,-7.2%,-4.6%,?,CC(C)NCC(O)COc1c(F)cc(Br)cc1F (configuration not stated)
-25.6%,1.9%,1.4%,-15.0%,40.3%[activator],8.0%,-13.6%,-9.1%,-3.4%,CC(C)N(Cc1nccn1C)C(=O)CC1C(=O)NCCN1Cc1ccc(F)cc1 (configuration not stated)
10.2%,2.8%,-12.9%,4.7%,25.4%,-2.9%,1.7%,0.5%,5.3%,COCCNC(=O)C(NC(=O)C1CCCCC1)C12CC3CC(CC(C3)C1)C2 (configuration not stated)
17.3%[57.1 µM],22.5%,-8.8%,4.7%,4.9%,?,-5.5%,i,-2.5%,CCCCC(=O)N(c1ccc(OC)cc1)C1C=CS(=O)(=O)C1 (configuration not stated)
-12.2%,-3.4%,-25.5%[57.1 µM],4.8%,1.6%,8.9%,2.4%,0.4%,9.0%,Cn1cc(C(=O)N/N=C/C=C/c2ccccc2)ccc1=O
-5.1%,15.9%,-2.2%,-3.2%,16.5%,-1.9%,-6.9%,2.2%,-11.4%,COc1ccc(CCNC(=O)c2nonc2N)cc1
19.4%,-2.6%,-9.0%,-4.7%,16.5%,-2.1%,8.6%,5.3%,-1.3%,O=C(/C=C/c1ccccc1[N+](=O)[O-])NCCc1ccc(F)cc1
-76.2%,12.5%,-4.5%,·,14.1%,5.4%,7.7%,1.9%,3.9%,O=C1OC(Cc2ccccn2)C(O)=C1C1=NCCCCN1 (configuration not stated)
4.2%,-42.7%,6.4%,-8.5%,23.9%,-9.0%,-1.0%,-3.8%,0.0%,CC(C)N1C(=O)N(c2ccc(Cl)cc2)C(C)(O)CC1(C)C (configuration not stated)
16.8%[2.29 µM],-2.2%,-19.1%,?,19.5%,0.2%,-7.5%,9.5%,4.9%,COc1ccc(NC(=O)CSc2oc(-c3cccs3)nc2S(=O)(=O)c2ccc(C)cc2)c(OC)c1
20.6%[57.1 µM],-11.0%,-8.9%,1.8%,21.3%,7.0%,2.2%,-14.2%,-8.0%,CN1C(=O)N(CN2CCCCC2)C2C1N(C)C(=O)N2CN1CCCCC1 (configuration not stated)
9.0%,5.7%,-5.3%,1.2%,3.1%[57 µM],18.0%,-5.3%,3.3%,13.6%,Cc1c(-c2ccccc2)c(=O)oc2ccc(O)cc12
?,6.9%,-31.6%,-4.6%,14.9%,-4.9%,-6.5%,i,65.7%[activator],Cc1onc(-c2ccccc2)c1C(=O)O/N=C(\N)c1ccc([N+](=O)[O-])o1
-28.5%,-15.1%,-13.4%,9.4%,40.2%[activator],5.1%,1.8%,-5.4%,0.8%,COc1cc(C2Nc3ccccc3C(=O)N2c2ccc(Cl)cc2)c(Cl)cc1OCC(=O)O (configuration not stated)
4.7%[57.1 µM],-2.7%,-17.9%,0.6%,16.8%[57 µM],10.3%,0.5%,3.6%,-12.3%,COc1cccc(-c2nc(C(N)=O)c3c(n2)n(-c2ccc4c(c2)OCO4)c(=O)n3C)c1OC
-1.0%,-51.9%,-2.1%,-2.5%,38.8%,15.7%,7.7%,-2.1%,-10.6%,CN(C)c1ccccc1C(=O)N1CCC(n2nccc2NC(=O)C2CC2)CC1

Source: PubChem

A portion of the library, so the mix of outcomes need not match the whole.
